Screening data as filed in PubChem BioAssay.
U2OS ROS induce: ROS inducers in U2OS cancer cells, primary screen, cell-based, H2DCF-DA fluorescence; 46,000 tested, 2% active; U2OS ROS induction; ROS induction (% of piperlongumine), % at 10 µM; AID 624156, 2012; in the data active = ROS induction above about 79%, passing the limit was not always enough; inconclusive = no clear call, values can overlap the other calls;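 note: 0% = DMSO vehicle median and 100% = reference compound median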
The depositor's hits bear a star; ? = inconclusive. Some of the compounds tested, so the mix of outcomes need not match the whole.

SMILES	U2OS ROS induce
Cc1noc(C)c1NC(=O)N(C)C[C@H]1Oc2ccc(NS(=O)(=O)c3c(C)noc3C)cc2C(=O)N([C@H](C)CO)C[C@@H]1C	-4
Cc1noc(C)c1NC(=O)Nc1cccc2c1O[C@@H](CN(C)C(=O)NC(C)C)[C@H](C)CN([C@@H](C)CO)C2=O	-7
O=C(CCCCCCC(=O)Nc1ccccc1O)N/N=C/c1nccs1	19
Cc1cc(C)c(NC(=O)CN(C)S(=O)(=O)c2ccc3ccccc3c2)c(C)c1	4
Cc1cc(C)n2nc(SCC(=O)NCc3ccc(Cl)cc3)nc2n1	0
CNC(=O)CN(c1ccc(Br)c(C)c1)S(C)(=O)=O	6
Cc1ccc(C)c(C(Nc2ccccn2)c2ccc3ccc(C)nc3c2O)c1 (stereo unspecified)	27
C[C@@H]1CN([C@H](C)CO)C(=O)Cc2cc(NS(=O)(=O)c3ccc(F)cc3)ccc2O[C@H]1CN(C)Cc1ccc(C(=O)O)cc1	-8
C[C@H]1CN([C@@H](C)CO)C(=O)c2cccc(NC(=O)NC3CCCCC3)c2O[C@H]1CN(C)S(=O)(=O)c1ccccc1	6
O=C(NCc1nc(-c2ccccc2)no1)c1ccc2ccccc2c1	-9
COC(=O)c1c(NC(=O)CSc2ccccn2)sc2c1CCC2	12
C[C@@H]1CN([C@@H](C)CO)C(=O)c2cccc(NC(=O)Nc3ccc(C(F)(F)F)cc3)c2O[C@@H]1CN(C)S(=O)(=O)c1ccccc1	13
Cc1noc(C)c1NC(=O)N(C)C[C@@H]1Oc2c(NC(=O)c3ccncc3)cccc2C(=O)N([C@H](C)CO)C[C@@H]1C	-6
CC(C)C1=NNC(=O)C1(C)C	-10
C[C@@H]1CN([C@@H](C)CO)C(=O)c2cccc(NC(=O)C3CCOCC3)c2O[C@H]1CN(C)S(=O)(=O)c1cccs1	-12
C[C@H](CO)N1C[C@H](C)[C@@H](CN(C)Cc2ccccc2)OCc2cnnn2CCCC1=O	20
Cc1cc(N2C(=O)CCC2=O)no1	-17
CC(C)NC(=O)Nc1ccc2c(c1)C(=O)N([C@@H](C)CO)C[C@@H](C)[C@@H](CN(C)Cc1ccc(Cl)c(Cl)c1)O2	41
Cc1noc(C)c1S(=O)(=O)Nc1cccc2c1O[C@H](CN(C)Cc1ccncc1)[C@H](C)CN([C@@H](C)CO)C2=O	0
C[C@@H]1CN([C@H](C)CO)C(=O)c2cc(NC(=O)C3CCCCC3)ccc2O[C@@H]1CN(C)S(C)(=O)=O	-7
CCc1c(C)sc(NC(=O)C2CC3CCC2C3)c1C(=O)OC (stereo unspecified)	?
O=C(CCn1nc(-c2ccc(Cl)cc2)c2ccccc2c1=O)Nc1ccc(Br)cc1	-5
COc1ccc(S(=O)(=O)N(C)C[C@H]2Oc3c(NC(=O)c4nc5ccccc5s4)cccc3C(=O)N([C@H](C)CO)C[C@H]2C)cc1	-3
COc1ccc(NC(=O)N(C)C[C@H]2Oc3c(NC(=O)c4cc(C)nn4C)cccc3C(=O)N([C@@H](C)CO)C[C@@H]2C)cc1	-8
Cc1ccccc1OCC(=O)Nc1cccc(-c2nc3ncccc3o2)c1	21
(next part)
SMILES	U2OS ROS induce
COc1ccc(C2Sc3nncn3N2Cc2ccc(C#N)cc2)cc1 (stereo unspecified)	1
O=C(CN1C(=O)CCc2ccccc21)NCc1ccccc1	-10
O=C(CN1C(=O)c2cccc3cccc1c23)Nc1ccc(S(=O)(=O)N2CCCCCC2)cc1	44
Cc1noc(C)c1NC(=O)N(C)C[C@H]1Oc2ccc(NC(=O)CCCCCC(=O)Nc3ccccc3N)cc2C(=O)N([C@@H](C)CO)C[C@H]1C	-4
CCCNC(=O)Cn1ncc2c3ccccc3n(C)c2c1=O	-11
CC1CCc2c(sc3nnn(CC(=O)Nc4cc(Cl)ccc4Cl)c(=O)c23)C1 (stereo unspecified)	-5
Cc1noc(C)c1S(=O)(=O)Nc1ccc2c(c1)CC(=O)N([C@H](C)CO)C[C@@H](C)[C@H](CN(C)C(=O)Nc1ccc3c(c1)OCO3)O2	11
COc1cc(OC)c2c(=O)c(OC)c(-c3ccccc3)oc2c1	1
O=C(CSc1nc2ccccc2s1)Nc1ccc(I)cc1	46
O=C(Nc1ccc(OCc2ccccc2)cc1)NC1CCCc2ccccc21 (stereo unspecified)	6
CCn1c(C(=O)N2CCCC(C(=O)NC(C)c3ccc4c(c3)OCCO4)C2)cc2sccc21 (stereo unspecified)	-6
C[C@H]1CN([C@@H](C)CO)C(=O)c2cc(NS(=O)(=O)c3ccccc3)ccc2O[C@H]1CN(C)S(=O)(=O)c1cccs1	2
N#Cc1ccccc1CSc1nnc(CN2CCOCC2)n1-c1ccccc1	-4
COc1ccc(OCCSc2nc3ccccc3n2C)cc1	6
CC1(C)CC(=O)C2=C(C1)N(CC1CCCO1)C(=O)C2(NC(=O)c1ccccc1)C(F)(F)F (stereo unspecified)	-4
C[C@H]1CN([C@@H](C)CO)C(=O)c2cc(NC(=O)CCN3CCOCC3)ccc2O[C@@H]1CN(C)S(C)(=O)=O	4
CC1CCCN(CC(O)COCC2COc3ccccc3O2)C1 (stereo unspecified)	3
O=C(O)c1ccc(S(=O)(=O)N2CCCC3CCCCC32)cc1 (stereo unspecified)	-11
C[C@@H]1CN([C@H](C)CO)C(=O)Cc2cc(NC(=O)CCC(F)(F)F)ccc2O[C@@H]1CN(C)S(C)(=O)=O	15
NC1=NC(=O)CC(C(=O)Nc2cccc3ccccc23)S1 (stereo unspecified)	-12
Cc1cc(C(=O)Nc2cccc3c2O[C@H](CN(C)S(C)(=O)=O)[C@H](C)CN([C@H](C)CO)C3=O)n(C)n1	6
Cc1ccc(S(=O)(=O)N(C)C[C@H]2Oc3c(NC(=O)Nc4ccc(C(F)(F)F)cc4)cccc3C(=O)N([C@@H](C)CO)C[C@H]2C)cc1	38
Cc1ccc(N(CC(O)Cn2c3ccccc3c3ccccc32)S(=O)(=O)c2ccccc2)cc1 (stereo unspecified)	13
O=C1C(c2ccccc2)CCCC1c1ccccc1 (stereo unspecified)	7
C[C@@H]1CN([C@@H](C)CO)C(=O)c2cc(NC(=O)c3ccncc3)ccc2O[C@H]1CN(C)Cc1ccncc1	2
Going on with the list.
SMILES	U2OS ROS induce
Cc1ccc(S(=O)(=O)N(C)C[C@@H]2Oc3ccc(NC(=O)C4CC4)cc3CC(=O)N([C@@H](C)CO)C[C@@H]2C)cc1	36
C[C@H](CO)N1C[C@H](C)[C@H](CN(C)C(=O)Nc2ccccc2)Oc2ccc(NC(=O)CCC(F)(F)F)cc2CC1=O	-6
COc1ccc(NC(=O)Nc2ccc3c(c2)C(=O)N([C@H](C)CO)C[C@@H](C)[C@H](CN(C)Cc2ccc(Oc4ccccc4)cc2)O3)cc1	-2
Cc1ccc(S(=O)(=O)Nc2cccc3c2O[C@H](CN(C)Cc2ccc(Cl)c(Cl)c2)[C@@H](C)CN([C@@H](C)CO)C3=O)cc1	34
COc1ccc(S(=O)(=O)N(C)C[C@H]2Oc3ccc(NC(=O)NC(C)C)cc3CC(=O)N([C@@H](C)CO)C[C@@H]2C)cc1	2
O=S(=O)(c1cccc2c(Cl)cccc12)N1CCCNCC1	-2
C[C@H]1CN([C@@H](C)CO)C(=O)c2cc(N(C)C)ccc2O[C@@H]1CN(C)S(=O)(=O)c1ccccc1	64
C[C@@H]1CN([C@@H](C)CO)C(=O)c2cc(NS(C)(=O)=O)ccc2O[C@@H]1CN(C)C(=O)NC1CCCCC1	-1
Cc1noc(C)c1NC(=O)N(C)C[C@H]1Oc2c(NS(=O)(=O)c3cn(C)cn3)cccc2C(=O)N([C@@H](C)CO)C[C@H]1C	17
Cc1ccc(S(=O)(=O)N(C)C[C@H]2Oc3c(NC(=O)Nc4cccc5ccccc45)cccc3C(=O)N([C@@H](C)CO)C[C@@H]2C)cc1	15
Cc1noc(C)c1S(=O)(=O)Nc1ccc2c(c1)CC(=O)N([C@H](C)CO)C[C@H](C)[C@H](CN(C)C(=O)NC(C)C)O2	-5
C[C@H](CO)N1C[C@H](C)[C@@H](CN(C)S(=O)(=O)c2cn(C)cn2)Oc2c(NS(C)(=O)=O)cccc2C1=O	-4
COc1ccccc1OCCSc1nnnn1C1CCCCC1	6
Cc1noc(C)c1S(=O)(=O)Nc1ccc2c(c1)C(=O)N([C@@H](C)CO)C[C@@H](C)[C@H](CN(C)CC1CC1)O2	73
Cc1cccc(CN2C(=O)c3ccccc3Sc3ccc(C(=O)NC(C)C)cc32)c1	2
O=C(O)/C(=C/c1ccc2c(c1)OCO2)NC(=O)c1ccccc1Br	-12
COc1ccc(C)cc1S(=O)(=O)N(C)CC(=O)N1CCOCC1	-12
Cc1noc(C)c1S(=O)(=O)Nc1ccc2c(c1)CC(=O)N([C@@H](C)CO)C[C@H](C)[C@@H](CN(C)S(=O)(=O)c1ccc(Cl)cc1)O2	8
CCCC(O)C#Cc1cnc2c(c1)C(=O)N([C@H](C)CO)C[C@H](C)[C@H](CN(C)S(C)(=O)=O)O2 (stereo partly specified)	6
CCCC(=O)Nc1ccc(OCC(O)CNC(C)C)c(C(C)=O)c1 (stereo unspecified)	5
Cc1ccc(NS(=O)(=O)c2cc(C(=O)Nc3ccccc3C(=O)N3CCCC3)ccc2Cl)cc1C	-6
C[C@@H]1CN([C@H](C)CO)C(=O)c2cc(NC(=O)CCN3CCOCC3)ccc2O[C@@H]1CN(C)CC1CCCCC1	-9
C[C@H]1CN([C@@H](C)CO)C(=O)c2cc(NC(=O)Nc3ccc4c(c3)OCO4)ccc2O[C@H]1CN(C)C(=O)Nc1ccc(F)cc1	86*
CS(=O)(=O)N(CC(=O)Nc1ccccc1C(F)(F)F)c1cccc(F)c1	1
C[C@H](CO)N1C[C@H](C)[C@@H](CN(C)Cc2cccc(C(=O)O)c2)OCc2cn(nn2)CCCC1=O	16

For convenience, part of the list above.
SMILES	U2OS ROS induce
Cc1ccc(S(=O)(=O)N(C)C[C@H]2Oc3c(NC(=O)Nc4cccc5ccccc45)cccc3C(=O)N([C@@H](C)CO)C[C@@H]2C)cc1	15
Cc1noc(C)c1S(=O)(=O)Nc1ccc2c(c1)CC(=O)N([C@H](C)CO)C[C@H](C)[C@H](CN(C)C(=O)NC(C)C)O2	-5
C[C@H](CO)N1C[C@H](C)[C@@H](CN(C)S(=O)(=O)c2cn(C)cn2)Oc2c(NS(C)(=O)=O)cccc2C1=O	-4
COc1ccccc1OCCSc1nnnn1C1CCCCC1	6
Cc1noc(C)c1S(=O)(=O)Nc1ccc2c(c1)C(=O)N([C@@H](C)CO)C[C@@H](C)[C@H](CN(C)CC1CC1)O2	73
Cc1cccc(CN2C(=O)c3ccccc3Sc3ccc(C(=O)NC(C)C)cc32)c1	2
O=C(O)/C(=C/c1ccc2c(c1)OCO2)NC(=O)c1ccccc1Br	-12
COc1ccc(C)cc1S(=O)(=O)N(C)CC(=O)N1CCOCC1	-12
Cc1noc(C)c1S(=O)(=O)Nc1ccc2c(c1)CC(=O)N([C@@H](C)CO)C[C@H](C)[C@@H](CN(C)S(=O)(=O)c1ccc(Cl)cc1)O2	8
CCCC(O)C#Cc1cnc2c(c1)C(=O)N([C@H](C)CO)C[C@H](C)[C@H](CN(C)S(C)(=O)=O)O2 (stereo partly specified)	6
CCCC(=O)Nc1ccc(OCC(O)CNC(C)C)c(C(C)=O)c1 (stereo unspecified)	5
Cc1ccc(NS(=O)(=O)c2cc(C(=O)Nc3ccccc3C(=O)N3CCCC3)ccc2Cl)cc1C	-6
C[C@@H]1CN([C@H](C)CO)C(=O)c2cc(NC(=O)CCN3CCOCC3)ccc2O[C@@H]1CN(C)CC1CCCCC1	-9
C[C@H]1CN([C@@H](C)CO)C(=O)c2cc(NC(=O)Nc3ccc4c(c3)OCO4)ccc2O[C@H]1CN(C)C(=O)Nc1ccc(F)cc1	86*

(continued)
SMILES	U2OS ROS induce
Cc1ccc(NC(=O)CSc2c(C)n[nH]c2C)cc1Cl	2
C[C@@H]1CN([C@H](C)CO)C(=O)c2cc(NS(=O)(=O)c3ccccc3)ccc2O[C@@H]1CN(C)Cc1ccc(Cl)c(Cl)c1	9
C[C@@H]1CCCCO[C@@H](CN(C)C(=O)CCCN(C)C)[C@@H](C)CN([C@H](C)CO)C(=O)c2cc(NC(=O)CCCN(C)C)ccc2O1	3
CCNc1nc(SCCOc2ccccc2)nc(N(C)C)n1	0
Cc1cc2nc(-c3cccc(NC(=O)COc4ccccc4C)c3C)oc2cc1C	-3
COc1ccc(S(=O)(=O)Nc2ccc3c(c2)C(=O)N([C@@H](C)CO)C[C@H](C)[C@@H](CN(C)S(=O)(=O)c2cccs2)O3)cc1	9
Cc1cc(C(=O)Nc2cccc3c2O[C@H](CN(C)S(=O)(=O)c2ccc(Cl)cc2)[C@H](C)CN([C@@H](C)CO)C3=O)n(C)n1	-6
O=C(CCCn1c(SCC(=O)c2ccc(F)cc2)nc2ccccc2c1=O)NCc1ccccc1	29
Cc1nnc(SCC(=O)Nc2ccccc2C#N)s1	-10
O=C(CCSc1nc(-c2ccco2)cc(C(F)(F)F)n1)N1CCCCC1	-2
CNC[C@@H]1Oc2c(NS(=O)(=O)c3ccc(OC)cc3)cccc2C(=O)N([C@H](C)CO)C[C@H]1C	-2
CCOC(=O)C1=C(C)N(C)C(=O)N(C)C1c1ccccc1 (stereo unspecified)	18
CC1CCc2c(sc3nc(SC(C)C(=O)Nc4ccccc4)nc(N)c23)C1 (stereo unspecified)	24
CO[C@@]12[C@H](COC(N)=O)C3=C(C(=O)C(C)=C(N)C3=O)N1C[C@@H]1N[C@@H]12	-7
Cc1ccc(S(=O)(=O)N(C)C[C@H]2Oc3c(NS(=O)(=O)c4ccc(Cl)cc4)cccc3C(=O)N([C@@H](C)CO)C[C@@H]2C)cc1	8
C[C@@H]1CN([C@H](C)CO)C(=O)Cc2cc(NC(=O)Cn3cnnn3)ccc2O[C@@H]1CN(C)C	7
CSc1nc(N)n2nc(-c3ccccc3)cc2n1	11
Cc1nnc(SCC(=O)Nc2ccccc2C(C)C)s1	-2
CNC(=O)Nc1cccc(-c2ccnc(C)n2)c1	14
COc1ccccc1N(CC(=O)Nc1ccccc1)S(C)(=O)=O	-11
FC(F)(F)c1cccc(-c2ccc(-c3nn4c(-c5ccco5)nnc4s3)o2)c1	-2
Cc1noc(C)c1NC(=O)N(C)C[C@@H]1Oc2ccc(NS(C)(=O)=O)cc2CC(=O)N([C@H](C)CO)C[C@@H]1C	14
C[C@H]1CN([C@@H](C)CO)C(=O)Cc2cc(NC(=O)Nc3cccc4ccccc34)ccc2O[C@H]1CN(C)S(=O)(=O)c1ccc(F)cc1	40
